# Source: PubChem BioAssay
# FAS-TE inh = blocks the thioesterase domain of human fatty acid synthase; P49327; recombinant FAS-TE, OMFH fluorogenic substrate, fluorescence endpoint; inhibition, % at 15 µM; 360,000 tested, 0.67% active; AID 602261;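 active means compounds whose normalised, plate-corrected inhibition of enzyme fluorescence in the single-dose primary screen is 50% or more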;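 further: 0% = DMSO with enzyme and 100% = substrate without enzyme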
# MT1-MMP act inh = inhibitors of human MT1-MMP activation. HT1080 RFP-PRO-GFP cells, GFP/RFP ratio fluorescence, overnight; percent of plate control window, DMSO zero. 360,000 tested, 0.061% active. GFP/RFP ratio change, % at 20 µM. P50281;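 active means GFP/RFP ratio change of at least 30% with cell ATP level not reduced by more than half and red fluorescence within 50% of control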; further: strong numbers were not always called active
#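 Assay system: RFP-PRO-GFP reporter HT1080 cells; read-out basis: GFP/RFP fluorescence ratio; benchmarks: DMSO wells and RFP-L50D-GFP cells; doses: 20 µM single dose, 1% DMSO; schedule: overnight cell settling, then overnight compound exposure, 37 °C, 5% CO2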
# MsrA inhibitor = inhibitors of bovine MsrA. purified bovine MsrA, absorbance read-out. inhibition, % at 15.5 µM. 360,000 tested, 0.75% active. AID 651718; in the data active means inhibition above about 4.5%;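 further: 0% = vehicle wells with enzyme and 100% = reference inhibitor wells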
# SKN-1 inh = blocks SKN-1 activity in C. elegans; C. elegans VP596 Pgst-4::GFP/RFP ratio, acrylamide-induced, 24 h; inhibition, % at 21.8 µM; 360,000 tested, 0.49% active;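 active means interference check ratio from 0.5 to 1.5 plus GFP to RFP signal ratio inhibition reaching or exceeding a fixed threshold, cut at about 30% in these data, passing the limit was not always enough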; further: some compounds called inactive have numbers as strong as hits
# bovine MsrA act = activators of bovine methionine sulfoxide reductase A; purified bovine MsrA, absorbance read-out; activation, % at 10.6 µM; 360,000 tested, 0.3% active; in the data active means activation above about 7.5%;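 further: 0% = vehicle and 100% = reference activator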
# E coli Lon inh = inhibits E. coli Lon protease; purified E. coli Lon protease, fluorescence polarization; P0A9M0; AID 602123; inhibition, % at 7.94 µM; 360,000 tested, 0.42% active; in the data active means inhibition above about 13%, passing the limit was not always enough;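 further: 0% = enzyme with probe and DMSO and 100% = no enzyme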
# NRP1-CendR mod = alters CendR peptide binding to human NRP-1; FAM-RPARPAR peptide binding to NRP-1, fluorescence polarization; inhibition, % at 25 µM; 360,000 tested, 0.85% active; AID 602438;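 active means inhibition or corrected inhibition above about 18%, plus a signal ratio from 0.5 to 1.5, limit read from the data, passing the limit was not always enough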; further: strong numbers were not always called active
# Target sequence (O14786 whole entry, looked up): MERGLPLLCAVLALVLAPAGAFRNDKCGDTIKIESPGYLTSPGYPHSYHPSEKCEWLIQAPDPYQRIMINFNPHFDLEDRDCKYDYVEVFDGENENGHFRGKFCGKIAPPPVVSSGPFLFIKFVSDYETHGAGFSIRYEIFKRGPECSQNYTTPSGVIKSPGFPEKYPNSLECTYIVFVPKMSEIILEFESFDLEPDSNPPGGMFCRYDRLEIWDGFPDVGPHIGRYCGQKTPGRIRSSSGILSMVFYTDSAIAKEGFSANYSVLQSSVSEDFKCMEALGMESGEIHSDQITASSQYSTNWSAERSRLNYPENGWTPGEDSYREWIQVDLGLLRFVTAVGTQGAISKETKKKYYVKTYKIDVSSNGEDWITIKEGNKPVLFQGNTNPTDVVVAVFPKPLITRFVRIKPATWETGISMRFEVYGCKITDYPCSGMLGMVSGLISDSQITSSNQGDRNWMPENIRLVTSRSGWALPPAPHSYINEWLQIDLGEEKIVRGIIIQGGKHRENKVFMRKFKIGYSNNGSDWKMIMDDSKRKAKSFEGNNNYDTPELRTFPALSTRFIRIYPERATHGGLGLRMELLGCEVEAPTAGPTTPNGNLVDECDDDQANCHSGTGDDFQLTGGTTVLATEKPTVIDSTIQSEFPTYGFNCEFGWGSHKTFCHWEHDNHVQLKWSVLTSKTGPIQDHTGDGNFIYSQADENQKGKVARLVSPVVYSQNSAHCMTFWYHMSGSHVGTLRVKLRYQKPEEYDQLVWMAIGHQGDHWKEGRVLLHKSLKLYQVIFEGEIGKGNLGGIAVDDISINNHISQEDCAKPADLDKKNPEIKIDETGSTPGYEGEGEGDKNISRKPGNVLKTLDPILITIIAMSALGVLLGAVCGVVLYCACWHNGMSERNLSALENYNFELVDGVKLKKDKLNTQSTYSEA
# Rin1 Abl inh = blocks binding of human Rin1 to Abl; P00519+Q13671; TR-FRET Rin1/Abl binding, biochemical; inhibition, % at 7.35 µM; 360,000 tested, 0.4% active; AID 588664; in the data active means inhibition above about 5%, passing the limit was not always enough
# Neddylation inh = inhibitors of human cullin neddylation. AID 651699. calls only at 25 µM. TR-FRET cullin neddylation, biochemical. 360,000 tested, 0.58% active. P61081+Q13564; in the data active means inhibition above about 36%
# * hit, by the source's call; i = inactive; nt = no result given; + = active, no number.
SMILES,FAS-TE inh,MT1-MMP act inh,MsrA inhibitor,SKN-1 inh,bovine MsrA act,E coli Lon inh,NRP1-CendR mod,Rin1 Abl inh,Neddylation inh
CCC1(c2ccccc2)NC(=O)N(CC(=O)NCc2ccncc2)C1=O (centres undefined),-5,2,1.0,2,-4,-2,5,2,i
Cc1ccc(OCC(=O)N2CCc3ccccc32)cc1,3,1,-0.4,-6,-12,-4,8,-1,i
OCC1(Cc2ccccc2)CCN(Cc2cccc(F)c2F)CC1,-2,-2,0.3,-2,-3,-10,-11,-1,i
CC1CN(C(=O)N(C)C)CCN1C(=O)N(C)C (centres undefined),-8,3,-0.2,-13,-1,12,1,-2,i
CCCC(=O)Nc1nnc(COC)s1,-3,-1,0.9,23,-2,-4,0,1,i
CCOP(=O)(OCC)C(Nc1ccccc1)c1cccnc1 (centres undefined),-6,0,-1.0,-8,-2,3,4,0,i
CN(CC(=O)Nc1c(Cl)cccc1Cl)C(=O)CNC(=O)c1sc2ccccc2c1Cl,1,3,-0.5,-18,-4,2,17,-1,i
Cn1c(SCC(=O)NC2CC2)nnc1C(F)(F)F,-10,2,-0.5,9,-5,1,-6,2,i
Cc1ccc(C(=O)OCc2cc(=O)n3ccsc3n2)s1,1,-2,-0.1,-1,-3,-19,-21,1,i
COc1cc(NC(C)=O)c2ncccc2c1Br,-2,1,1.8,27,-4,1,4,-2,i
CCNC(=O)C1(C)CCN(C(=O)c2cccc3ccccc23)C1 (centres undefined),-3,-6,0.2,3,-2,-13,6,-4,i
O=[N+]([O-])c1cccc(/C=N/Nc2cc(Cl)nc(-c3ccccc3)n2)c1,30,-4,-0.1,22,-4,3,-2,-1,i
O=C(NCc1ccccc1)C(=O)NCC1CCCN1S(=O)(=O)c1cccs1 (centres undefined),0,2,-0.6,-1,-4,-5,2,3,i
COc1ccc(C2=Nc3cc(C)ccc3OC2)cc1,-1,2,0.0,31,-3,-2,1,-1,i
O=C(CNC(=O)c1ccc2ccccc2c1)NC1CCCCC1,-4,5,0.8,-1,-5,-1,4,0,i
Cc1cccc(N(Cc2ccccc2)C(=O)c2ccccc2F)c1,17,-3,-0.7,19,-2,1,1,-1,i
CCN1C(Nc2ccccc2)=NC[C@@H]1C,-17,5,-0.2,-11,-2,-12,3,1,i
COc1ccc(C(=O)NN2CCCCC2)cc1OC,0,6,-0.2,6,-4,-1,-8,1,i
Clc1ccc(OCc2nc(-c3ccccn3)n[nH]2)cc1,4,6,-0.2,-10,-3,6,-15,-3,i
CCc1nc2c(OCc3ccccc3)cccn2c1N(C)C(C)=O,-11,2,-1.9,5,-7,6,-8,-1,i
C=CCn1c(SCC(=O)N(CC)C2CCS(=O)(=O)C2)nc2scc(-c3ccccc3)c2c1=O (centres undefined),12,-3,0.1,8,-3,-1,1,2,i
Cc1ccc(S(=O)(=O)NC(=O)Nc2cc(C)no2)cc1,-3,1,-0.4,0,0,-3,-5,3,i
CC(=O)c1cccc(NC(=S)Nc2ccn(Cc3cccc4ccccc34)n2)c1,17,1,-0.6,-7,-9,3,-10,4,i
Oc1c(Br)cccc1/C=N/Nc1c(F)c(F)c(F)c(F)c1F,19,0,1.6,19,-1,-10,5,1,i
CCN(CC(=O)Nc1ccc(OC)cc1)C(=O)CN1C(=O)NC(C)(c2ccc3ccccc3c2)C1=O (centres undefined),2,2,0.8,-10,-2,9,3,1,i
CCCCC/C=N/NC(=O)c1[nH]c2ccc([N+](=O)[O-])cc2c1C,13,-5,0.3,-1,-4,-14,4,0,i
Cc1ccc(CCN2C(=O)c3ccccc3C2C(=O)NCc2cccnc2)cc1 (centres undefined),-1,-5,0.9,-1,-2,-12,-1,-2,i
O=C(NCc1ccncc1)c1ccc(-c2ccc(F)c(F)c2)c2ccoc12,1,10,1.4,62*,-1,-13,-2,0,i
Cc1cccc(NC(=S)N/N=C/c2ccc([N+](=O)[O-])s2)c1,-13,-31,2.6,44*,4,-31,-51,0,i
COc1ccc(CCN2C(=O)CC(NNC(=O)c3ccc(F)cc3)C2=O)cc1OC (centres undefined),-12,-6,-1.4,5,-3,1,-16,5,i

# 3 records drawn at random from the list so far:
SMILES,FAS-TE inh,MT1-MMP act inh,MsrA inhibitor,SKN-1 inh,bovine MsrA act,E coli Lon inh,NRP1-CendR mod,Rin1 Abl inh,Neddylation inh
Clc1ccc(OCc2nc(-c3ccccn3)n[nH]2)cc1,4,6,-0.2,-10,-3,6,-15,-3,i
Cc1ccc(S(=O)(=O)NC(=O)Nc2cc(C)no2)cc1,-3,1,-0.4,0,0,-3,-5,3,i
Oc1c(Br)cccc1/C=N/Nc1c(F)c(F)c(F)c(F)c1F,19,0,1.6,19,-1,-10,5,1,i

# Continued.
SMILES,FAS-TE inh,MT1-MMP act inh,MsrA inhibitor,SKN-1 inh,bovine MsrA act,E coli Lon inh,NRP1-CendR mod,Rin1 Abl inh,Neddylation inh
CC(C)NC(=O)/C(=C/c1ccco1)c1ccccc1,-8,-12,0.7,-21,-15,-2,-15,3,+
COc1cc(CN2CCC(C(=O)NC(C)(C)C)CC2)ccc1OCc1ccccc1,-6,-1,-1.2,-10,-1,-9,4,-1,i
CCOc1ccccc1NC(=O)CSC1=C(C#N)C(c2ccco2)C(C(=O)Nc2nc3ccccc3s2)=C(C)N1 (centres undefined),81*,-9,0.2,9,-6,-9,-31,7,i
COc1ccccc1N1CCN(/N=C\C(Br)=C\c2ccccc2)CC1,22,-3,0.5,-3,-3,4,-2,1,i
COc1cccc(OCc2nnc(SC)n2C)c1,-7,2,0.8,-4,-5,-2,-1,0,i
C/C(=N/NC(=O)c1ccc(Br)o1)C(C)C,-7,3,1.4,-5,-6,-3,-10,2,i
O=C(COc1ccc(Cl)cc1Cl)Nc1ccc(Cl)cn1,27,6,0.0,2,-2,-7,1,1,i
C[C@H]1CCCCO[C@H](CN(C)Cc2ccncc2)[C@@H](C)CN([C@@H](C)CO)C(=O)c2cc(NS(=O)(=O)c3ccccc3)ccc2O1,-6,-2,-0.1,-4,-1,0,-5,0,i
Cc1occc1-c1nnc(SCC(=O)NC(C)(C)C)n1CC(C)C,-2,-7,1.3,-2,-5,0,16,-1,i
COc1ccc(CCNC(=O)c2ccc3c(c2)S(=O)(=O)N=C2CCCCCN23)cc1OC,-9,3,0.3,14,1,0,-3,3,i
Cc1cc(NC(=O)CCC(=O)N(Cc2ccco2)C2(C(=O)NC3CCCCC3)CCN(C)CC2)no1,-6,-9,-0.3,-4,-9,-5,4,4,i
COc1cccc(CN(C)C(=O)c2cc(S(=O)(=O)N3CCCCCC3)ccc2OC)c1,3,5,-0.3,-2,-8,-6,0,5,i
CCCCN1C(=O)C(=O)NC[C@@H]1CCCCN,-8,0,0.4,8,-1,9,9,3,i
O=C(O)CC1(c2ccc(F)cc2)C2CC3CC(C2)CC1C3 (centres undefined),-3,-1,-1.5,-10,-4,10,6,1,i
CC(C)NC[C@H](O)COc1cccc2ccccc12,-2,8,0.6,17,-8,-8,5,0,i
Cc1cccc(N2C(=O)C(Cl)=C(N3CCOCC3)C2=O)c1,-5,-3,1.0,5,-1,1,-10,0,i
Cc1n[nH]c(C)c1S(=O)(=O)N1CCCCCC1,-4,-2,-1.0,10,-2,-8,3,3,i
O=[N+]([O-])/C=C/c1cc2ccccc2[nH]1,-5,-3,0.0,-15,-3,-4,-8,-3,i
O=C(CCCN1C(=O)/C(=C/c2cccs2)SC1=S)Nc1ccc(C(=O)O)cc1,0,0,1.1,4,-11,-1,-10,1,i
O=C(COC(=O)/C=C/c1ccco1)NCc1ccccc1,-9,1,0.4,-13,-4,-1,-1,-1,i
Cc1scc(C(=O)N/N=C/c2ccc(OCC(C)C)cc2)c1C,25,10,1.4,6,-3,-1,-4,-3,i
COc1cccc(NC(=O)CN2C(=O)CSc3ccc(S(=O)(=O)N4CCOCC4)cc32)c1,14,3,-0.5,-6,-3,5,10,6,i
O=C(N/N=C/c1c[nH]c2ccccc12)c1[nH]c2ccc(Br)cc2c1-c1ccccc1,20,10,5.1*,10,-8,-3,-4,1,nt
Cc1ccc2nc(NC(=O)C3CCN(S(=O)(=O)c4cccc5nsnc45)CC3)sc2c1,8,-3,-1.1,3,-9,4,2,1,i
CCC(=O)N1CCN(c2cc3c(cc2F)c(=O)c(C(=O)O)cn3CC)CC1,-1,0,-0.1,-1,-3,-2,-4,2,nt
N/C(=N\OC(=O)c1ccc([N+](=O)[O-])cc1Cl)c1ccccn1,5,1,1.1,-10,0,2,-2,-4,i
C=CCn1cccc(C(=O)Nc2ccc(C)c(Cl)c2)c1=O,16,2,0.1,-5,-1,-3,8,3,i
CCCCN(CC)C(=O)CSc1cc(=O)n(C)c2ccccc12,-4,6,0.6,15,0,-12,6,-13,i
N#Cc1nc(-c2ccc(Cl)cc2)oc1NCC1CCCO1 (centres undefined),-2,5,-0.6,-9,-5,-7,-7,1,nt
CC(=O)Nc1ccc(C(=O)OCCCOC(=O)c2ccc(NC(C)=O)cc2)cc1,-1,-1,-0.7,-11,-7,3,-5,-5,i

# Brought forward from above: two entries; new compounds follow.
SMILES,FAS-TE inh,MT1-MMP act inh,MsrA inhibitor,SKN-1 inh,bovine MsrA act,E coli Lon inh,NRP1-CendR mod,Rin1 Abl inh,Neddylation inh
N#Cc1nc(-c2ccc(Cl)cc2)oc1NCC1CCCO1 (centres undefined),-2,5,-0.6,-9,-5,-7,-7,1,nt
CC(=O)Nc1ccc(C(=O)OCCCOC(=O)c2ccc(NC(C)=O)cc2)cc1,-1,-1,-0.7,-11,-7,3,-5,-5,i
O=c1cc2c(n[nH]1)-c1ccccc1CC2,-2,-2,-0.5,14,-3,-6,3,-1,i
CCOC(=O)c1cc2cc(CC(=O)c3ccc(OCC)cc3O)ccc2o1,-1,-3,-0.8,-9,-1,-5,13,-1,i
COc1ccc(C(=O)Nc2nnc(SCC(=O)NCc3ccco3)s2)c(OC)c1,-1,-5,-0.9,21,-3,-7,-12,1,i
CCCn1c(C)c(C(=O)OCC)c(O)c(-c2ccccc2)c1=O,-5,3,0.0,-24,-11,6,10,-3,i
CCN1CCN(S(=O)(=O)c2ccc(Cl)c(C(=O)N(C)Cc3cccs3)c2)CC1,-4,-4,0.6,10,-1,-17,2,1,i
O=C(NCc1ccccn1)c1cccc(NS(=O)(=O)c2ccccc2F)c1,-14,-1,-0.3,3,-5,-6,-1,-1,i
Cc1ccc(NC(=O)C(=O)NCCN2CCN(C(=O)C(c3ccccc3)c3ccccc3)CC2)cc1,8,-2,-0.9,17,0,-2,0,-3,i
CCOc1cc(/C=C2/NC(=O)N(CC(=O)Nc3cccc(C)c3)C2=O)ccc1OC,-1,1,0.4,7,2,9,10,-3,i
Cc1nn(Cc2ccccc2Cl)c(C)c1C(=O)NC1=NCCS1,-7,0,0.8,6,-2,-4,18,4,i
O=C(COC(=O)c1ccc(S(=O)(=O)Nc2ccccc2)cc1)NCC1CCCO1 (centres undefined),-4,2,1.0,1,-4,-5,10,-2,i
Cc1cc(C)n2nc(SCc3nnc(SCc4ccccc4)s3)nc2n1,10,1,0.8,-2,1,-4,-1,-1,i
O=C(Nc1ccncc1)c1cc(-c2cccc(Br)c2)nc2ccccc12,24,2,-0.8,7,-7,-12,-10,3,i
CCOc1ccc(NC(=O)c2ccc3c(c2)C(=O)N(Cc2ccncc2)C3=O)cc1,-10,3,1.3,5,-2,12,-10,-2,i
Cc1ccccc1N=C(N)Nc1ccccc1C,-9,-15,-0.6,5,-2,13,37*,1,i
COC(=O)[C@@H]1C[C@H]2CC[C@H](O)C[C@H]2N1Cc1ccc(Cl)cc1,-8,0,-1.1,20,0,-1,-16,-2,i
O=C(N=C1SC2CS(=O)(=O)CC2N1c1ccccc1F)C1CCCCC1 (centres undefined),6,-2,0.2,-3,2,-15,-2,-1,i
COc1ccc(-c2noc(CCC(=O)N3CCN(c4cccc(F)c4)CC3)n2)cc1,5,0,-1.3,-6,-7,-3,8,-2,i
COC(=O)c1cccnc1N1CCN(c2ccccc2F)CC1,-1,-4,2.0,4,-2,-2,9,1,i
NC(=O)COc1ccc(C23CC4CC(CC(C4)C2)C3)cc1,4,-1,-1.3,-1,-2,-8,1,1,i
